High-throughput results (PubChem BioAssay)
ALDH1A1 block = inhibitors of human aldehyde dehydrogenase 1A1. P00352. Purified ALDH1A1, NADH fluorescence, propionaldehyde substrate. Potency, µM (top dose mostly 75.3 µM), for the others: at the top dose activity, negative = inhibition, most hits filed as inhibitors. 220,000 compounds, 7.3% hits. AID 1030; active = well fitted inhibition curve with a large enough effect, not every such curve was filed as active; inconclusive = small, poorly fitted or top-dose-only effect, or another doubt; inactive = no such curve, though single readings can be large or run the other way;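 note: plate controls were no enzyme wells and a reference inhibitor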
Tau fluor counter = counter-screen for tau fibril formation inhibitors; tau K18 P301L (four-repeat tau fragment) Alexa594 fluorescence, heparin fibrillization; AID 1463; Potency, µM (series often up to 57.7 µM), inactives show at the highest dose activity change, negative = decrease; 280,000 compounds, 0.93% hits; note: % is set by controls: 0 for no effect and ±100 for the full control effect; nearly all actives have a fitted effect of over 55% in size
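Human K18 P301L tau (15 uM unlabeled plus 0.24 uM Alexa 594-labeled, final) in 100 mM sodium acetate pH 7 was mixed with compound and 20 uM heparin and incubated 6 hr at 37 C.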
NPSR antagonist = antagonists of human neuropeptide S receptor cAMP signaling. Q6W5P4. CHO-NPSR cells, cAMP TR-FRET, antagonist mode. Potency, µM (doses to about 38.3 µM), for the others: at the highest dose activity change, negative = inhibition, hits mostly inhibitors. 220,000 compounds, 1% hits. AID 1461; note: % is set by controls: 0 for no effect and ±100 for the full control effect; nearly all actives have a fitted effect of over 50% in size; many of its hits are not listed in these tables
Target sequence (Q6W5P4 whole entry, looked up): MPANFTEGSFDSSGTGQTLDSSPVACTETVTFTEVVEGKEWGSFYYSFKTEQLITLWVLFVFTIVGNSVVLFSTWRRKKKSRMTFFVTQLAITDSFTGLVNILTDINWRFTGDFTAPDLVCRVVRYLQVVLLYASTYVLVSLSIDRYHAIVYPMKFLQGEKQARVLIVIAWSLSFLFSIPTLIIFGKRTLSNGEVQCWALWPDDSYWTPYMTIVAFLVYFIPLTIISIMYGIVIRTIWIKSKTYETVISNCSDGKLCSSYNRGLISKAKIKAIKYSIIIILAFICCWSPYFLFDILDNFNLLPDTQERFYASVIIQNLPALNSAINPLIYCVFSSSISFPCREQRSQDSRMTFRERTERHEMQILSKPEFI
GAA inhib = blocks human lysosomal alpha-glucosidase; purified human GAA, 4-MU-alpha-glucoside fluorescence; Potency, µM (highest dose often 76.9 µM), without a hit: top-dose activity change, negative = inhibition, most hits filed as inhibitors; 200,000 compounds, 0.005% hits; P10253;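 note: plate controls were uninhibited enzyme wells for no effect and no-enzyme background for full effect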
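Human enzyme at 4 nM with 400 uM 4-methylumbelliferyl-alpha-D-pyranoside, citrate/phosphate buffer pH 5.0, 0.005% Tween-20, 20 min at room temperature. Compounds up to 77 uM. 4-MU fluorescence (Ex 365/Em 440) read after NaOH/glycine stop; AC50 from Hill fit.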
GLA spleen mod = inhibitors or activators of human alpha-galactosidase in spleen homogenate; P06280; human spleen homogenate, 4MU-alpha-Gal fluorescence, 40 min; Potency, µM (series often up to 80 µM), for the others: at the highest dose activity change, negative = inhibition, usual class: inhibitors; 240,000 compounds, 0.008% hits; AID 2107;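 note: 0% = enzyme with vehicle and -100% = no enzyme basal signal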
Target sequence (P06280 32-429 limits assumed): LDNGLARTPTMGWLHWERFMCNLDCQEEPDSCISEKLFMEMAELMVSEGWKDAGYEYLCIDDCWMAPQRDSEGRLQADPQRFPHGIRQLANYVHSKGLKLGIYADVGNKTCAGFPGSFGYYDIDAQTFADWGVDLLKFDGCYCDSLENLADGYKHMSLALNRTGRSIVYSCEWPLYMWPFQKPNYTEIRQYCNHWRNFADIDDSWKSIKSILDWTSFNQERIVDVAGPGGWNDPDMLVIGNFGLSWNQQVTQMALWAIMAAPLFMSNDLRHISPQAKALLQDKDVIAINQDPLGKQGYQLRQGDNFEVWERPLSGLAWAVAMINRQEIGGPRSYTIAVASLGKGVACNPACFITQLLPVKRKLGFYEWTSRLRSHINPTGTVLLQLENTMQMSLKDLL
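Fluorogenic readout (Ex 365/Em 440 nm) of 4-methylumbelliferone released from 1 mM 4-MU-alpha-galactoside by spleen homogenate, 40 min at 37C, pH 5.0. Data normalized to no-enzyme and enzyme controls; Hill-equation AC50 from compound titrations.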
aGlu spleen mod = inhibitors or activators of human alpha-glucosidase in spleen homogenate; Potency, µM (highest dose often 79.9 µM), inactives show top-dose activity change, negative = inhibition, usual class: inhibitors; human spleen homogenate, 4-MU-alpha-glucoside fluorescence; P10253; 240,000 compounds, 0.006% hits;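 note: 0% = enzyme with vehicle and -100% = no enzyme basal signal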
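Human spleen homogenate (1 ug) with 4-methylumbelliferyl-alpha-D-glucopyranoside (1 mM final) in 50 mM citrate/phosphate pH 5.0, 0.01% Tween-20; 40 min at 37 C. Stopped at pH 10; 4-MU fluorescence Ex 365/Em 440 nm; AC50 by Hill fit.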
GAA glycogen mod = alters human alpha-glucosidase cleavage of glycogen; P10253; recombinant GAA, glycogen substrate, Amplex Red glucose oxidase fluorescence; Potency, µM (doses to about 76.4 µM), for inactives: at the highest dose activity change, negative = inhibition, most hits filed as inhibitors; 300,000 compounds, 0.38% hits; AID 2100;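 note: 0% = full enzyme reaction and -100% = no-enzyme basal signal; the screen sought inhibitors and activators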
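Recombinant enzyme (4 nM final) with compounds titrated up to 77 uM and bovine liver glycogen (30 ug) in citrate pH 5.0, 0.01% Tween-20, 37 C 40 min. Released glucose detected by Amplex Red/glucose oxidase (Ex 573/Em 610); AC50 from Hill fits.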
Epigenetic derep = derepresses silenced GFP reporter in murine cells; Potency, µM (doses to about 53.9 µM), for inactives: top-dose GFP activation, most hits filed as activators; 280,000 compounds, 0.2% hits; murine LDR cells, GFP reporter derepression, 30 h; note: % of control where 0% means no effect; nearly all actives have a fitted effect of over 60% in size
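Murine LDR cells bearing a silenced CMV-driven GFP reporter were exposed to compound for 30 h at 37 C. After PBS washes, GFP-positive cells (20-120 um objects) counted by laser-scanning microplate cytometry.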
An asterisk follows results filed as active; ? = inconclusive; . = not tested or not shown; & = joins results of further samples; [ ] = dose if it differs, or a comment. Unless noted, calls come from the whole dose curve; as a rule, active = well fitted curve in the direction sought with a large enough effect; inconclusive = small, poorly fitted or top-dose-only effect, or another doubt; inactive = no such curve, though single readings can be large; an effect the other way counts as inactive or inconclusive. Potency is the fitted concentration of half-maximal effect. These rows are one share of the data. The share of hits here may be higher or lower than overall.

SMILES	ALDH1A1 block	Tau fluor counter	NPSR antagonist	GAA inhib	GLA spleen mod	aGlu spleen mod	GAA glycogen mod	Epigenetic derep
CC(=O)N1CCc2cc(C(=O)CN3CCN(c4cccc(Cl)c4)CC3)ccc21	6.31µM*	-11.9%	-8.1%[46.1 µM]	?	3.8%	-18.5%	-7.8%	0.0%
Cn1cc([N+](=O)[O-])c(C(=O)NNC(=O)c2ccc([N+](=O)[O-])cc2)n1	7.3%	3.9%	-0.3%	10.8%	4.0%	7.3%	3.6%	1.1%
CCCCNC(=S)NNC(=O)c1cc(C)on1	?	-3.6%	0.5%[46.1 µM]	2.5%	-3.5%	2.9%	-12.6%	2.8%
CC(=O)C1=C(C)NC(=O)NC1c1ccc(Cl)cc1 (stereo unspecified)	13.7%	12.1%	5.3%	-6.0%	-6.7%	-12.0%	-2.2%	-3.6%
Cc1ccc(C)c(OCC(=O)N/N=C/c2c(C)nn(-c3ccccc3)c2Cl)c1C	-14.6%	6.6%	7.2%	2.7%	1.9%	5.2%	0.3%	0.0%
Nc1nc(N2CCN(C(=O)c3ccco3)CC2)nc2ccccc12	?	-1.1%	-4.5%[46.1 µM]	?	?	19.1%	-6.2%	1.0%
O=C(CSCc1ccc(Cl)cc1)N1CCN(Cc2ccc3c(c2)OCO3)CC1	-12.3%	-11.0%	?	-3.0%	-2.6%	0.2%	-3.2%	-1.2%
O=C(NCc1ccc2c(c1)OCO2)c1ccc(S(=O)(=O)C(F)F)cc1	-8.3%	-0.5%	8.4%	-4.8%	?	5.0%	2.6%	-2.2%
O=C(O)c1cccc(NC2=Nc3cccc4cccc2c34)c1	.	-17.0%	-14.3%	.	-7.7%	-1.5%	0.4%	-2.2%
C=C(C)CNC(=S)Nc1nc2c(cc1C(=O)OCC)CCCC2	1µM*	6.3%	-21.4%	2.4%	-12.0%	0.7%	12.8%	0.9%
O=C1CC(c2cccc(F)c2)c2c(c3ccccc3[nH]c2=O)O1 (stereo unspecified)	?	-5.5%	8.0%	7.8%	-3.6%	2.5%	-6.3%	-1.1%
C/C(CCN1CCCCc2nc(C)c(C)cc21)=N\O[C@@H](C)c1cc(-c2c(C)cc(C)cc2C)no1	2.4%[13.5 µM]	-25.2%[11.6 µM]	.	.	-6.2%[17.5 µM]	-7.6%[17.4 µM]	.	0.8%[10.1 µM]
CCOC(=O)C1=C(CSc2nccn2C)NC(=O)NC1c1ccc(OC)cc1 (stereo unspecified)	-8.2%	-7.2%	0.7%[46.1 µM]	-1.5%	6.0%	-4.5%	1.0%	-2.9%
O=C(NNC1=NS(=O)(=O)c2ccccc21)c1ccccc1Cl	0.9%	-12.1%	-9.0%	2.3%	-6.0%	-4.7%	-11.6%	3.7%
Cc1ccc(S(=O)(=O)N(Cc2ccccc2)c2ccccc2C(=O)NCc2cccnc2)cc1	22.8%	-0.5%	-2.6%	0.9%	2.9%	-2.4%	6.4%	0.0%
CCc1ccc2oc(C(=O)Nc3ccc(S(N)(=O)=O)cc3)c(C)c2c1	16.7%	15.0%	-42.5%	0.6%	-4.3%	-3.2%	0.7%	-0.9%[10.1 µM]
O=C(O)CCSc1ccccn1	?	2.7%	-13.5%	-2.8%	6.0%	-16.7%	-5.5%	-0.6%
CC(=O)OCC1OC(C#Cc2ccc(C(C)(C)C)cc2)C=CC1OC(C)=O (stereo unspecified)	-11.8%[13.5 µM]	-9.9%[11.6 µM]	.	.	19.0%[17.5 µM]	1.7%[17.4 µM]	.	3.5%[10.1 µM]
Cc1ccc(N(CC(N)=O)C2SC(=O)N(Cc3cccc(C(=O)O)c3)C2=O)cc1 (stereo unspecified)	20µM*	-8.2%	-0.6%[46.1 µM]	-2.9%	2.8%	2.7%	-16.0%	-2.2%
C#CCNC(=O)C1=C[C@H](c2coc3ccccc3c2=O)C[C@H](OCc2ccc(CO)cc2)O1	-0.2%	-3.6%	8.6%	.	2.8%	2.6%	-6.1%	-0.8%
CN(C)C(=O)COC(=O)c1cc(Cl)cc(Cl)c1N	?	-5.5%	-4.7%[46.1 µM]	?	?	?	5.1%	0.0%
CCCCNC(=O)C1CCN(S(=O)(=O)c2cnc[nH]2)CC1	3.9%	7.3%	-6.8%[46.1 µM]	-2.9%	-2.2%	-9.3%	-0.7%	0.0%
CCOC(=O)Cc1csc(NS(=O)(=O)c2ccc(C(F)(F)F)cc2)n1	-1.4%	-5.9%	5.7%	-4.4%	2.5%	0.4%	7.3%	-0.2%
CCCCNS(=O)(=O)c1ccc2nc(SCC(N)=O)[nH]c2c1	.	-3.9%	11.0%	.	-4.1%	-5.4%	1.0%	0.0%

A few values from above.
Under NPSR antagonist, `CCc1ccc2oc(C(=O)Nc3ccc(S(N)(=O)=O)cc3)c(C)c2c1` has the entry -42.5%
Under Tau fluor counter, `CCOC(=O)C1=C(CSc2nccn2C)NC(=O)NC1c1ccc(OC)cc1` (stereo unspecified) has the entry -7.2%
Under NPSR antagonist, `O=C(O)CCSc1ccccn1` has the entry -13.5%
Under aGlu spleen mod, `O=C(NNC1=NS(=O)(=O)c2ccccc21)c1ccccc1Cl` has the entry -4.7%

3 of the entries above in order of the GAA glycogen mod value, descending:
Molecule	GAA glycogen mod
CCCCNS(=O)(=O)c1ccc2nc(SCC(N)=O)[nH]c2c1	1.0%
O=C(O)CCSc1ccccn1	-5.5%
O=C(NNC1=NS(=O)(=O)c2ccccc21)c1ccccc1Cl	-11.6%

Carrying on.
SMILES	ALDH1A1 block	Tau fluor counter	NPSR antagonist	GAA inhib	GLA spleen mod	aGlu spleen mod	GAA glycogen mod	Epigenetic derep
CCN(C(=O)COc1ncnc2ccc(Br)cc12)C1CCS(=O)(=O)C1 (stereo unspecified)	9.5%	5.5%	5.0%[46.1 µM]	-8.7%	1.9%	-2.4%	-2.5%	-3.3%
CCOc1ccccc1NC(=O)C(OC(=O)c1cc(C)oc1C)c1ccccc1 (stereo unspecified)	?	-13.6%	-51.8%	?	1.1%	7.7%	-1.7%	1.0%
COc1ccc(Cc2nc(-c3cccc(C)c3)no2)cc1	15.4%	-20.0%	-23.3%[46.1 µM]	-7.0%	-11.4%	-2.6%	-6.1%	-0.1%
CCOCCCNC(=O)CNC(=S)N(Cc1ccc(C)cc1)Cc1ccco1	?	-8.5%	-4.7%	?	0.3%	3.1%	-1.1%	-1.4%
NC(=S)NNc1cccc2cccnc12	3.55µM*	?	?	0.9%	5.7%	2.3%	-1.4%	?
Nc1cc([N+](=O)[O-])ccc1Nc1ccccc1	-1.2%	?	-33.8%	0.6%	-0.1%	-0.9%	-2.4%	0.8%
CC1(C)CC(=O)C(C=N)=C(O)C1	-1.6%	3.7%	0.2%[46.1 µM]	?	-6.9%	-0.1%	1.1%	0.7%
Cc1cc(Nc2ccccc2)c2c([N+](=O)[O-])c(C)cc(C)c2n1	-1.3%	?	-18.0%[46.1 µM]	?	-6.7%	-7.5%	-5.8%	0.0%
O=C(CN1CCCC1)NC12CC3CC(CC(C3)C1)C2	?	9.6%	10.3%	1.7%	3.8%	-5.7%	-4.3%	-0.9%
COc1cccc(N/C(N)=N/c2nc(CSc3ccccn3)cc(=O)[nH]2)c1	?	-22.1%	48.7%	0.0%	-7.9%	-12.1%	4.8%	9.2%
O=[N+]([O-])c1ccc(COc2ccc(-c3[nH]ncc3-c3ccc(Cl)cc3)c(O)c2)cc1	-0.8%	1.8%	?	2.4%	-5.1%	-8.1%	2.6%	1.3%
CC(Nc1n[nH]c(=O)[nH]c1=O)C(=O)N/N=C/c1ccccc1 (stereo unspecified)	.	-3.8%	-20.9%	.	3.2%	-1.8%	-5.0%	0.9%
Cc1ccc(-c2ccc(/C=N/n3cnnc3)o2)cc1Cl	-15.6%	-9.9%	5.8%[46.1 µM]	1.3%	0.8%	-4.1%	-12.9%	0.9%
Cc1ccc2[nH]c3c(=O)n(CCCN4CCN(C)CC4)cnc3c2c1	-7.2%	-6.9%&-10.4%	9.8%[46.1 µM]	-4.0%	-9.9%&3.8%	-4.4%&1.3%	0.3%&0.6%	3.0%&-3.0%
Cc1ccc(OCC(=O)O/N=C(\N)Cc2ccc([N+](=O)[O-])cc2)cc1C	.	-29.8%	10.4%	.	3.8%	2.2%	-4.4%	1.0%
CCOc1ccc(S(=O)(=O)N(C)CCO)cc1-c1nc2c(C(C)(C)C)nn(C)c2c(=O)[nH]1	?	-8.6%	3.6%[46.1 µM]	0.2%	1.0%	-0.8%	7.2%	0.0%
O=C(Cc1c(Cl)cccc1Cl)NCCc1ccc(Cl)cc1	1.3%	3.1%	1.0%	-10.5%	-0.5%	-1.6%	1.6%	5.4%
CCC(c1nnc(SCC(=O)NCCc2ccc(Cl)cc2Cl)o1)N(C)C (stereo unspecified)	15.8µM*	1.7%	-11.2%[46.1 µM]	1.6%	10.0%	-8.1%	1.6%	0.0%
CCN(C(=O)c1cc2c(=O)[nH]c3ccc(C)cc3c2s1)c1ccccc1F	.	-3.5%	2.6%	.	2.1%	6.7%	9.1%	-1.0%
Cc1cc(C)n(-c2nnc(C)n2/N=C/c2ccco2)n1	4.3%	-13.2%	-6.9%[46.1 µM]	-4.6%	3.6%	1.8%	20.3%	-1.3%
COc1ccc(C(=O)NC(C(=O)NCC2CCCO2)C(C)C)cc1 (stereo unspecified)	8.4%	3.2%	7.2%	-6.6%	-0.5%	0.8%	5.8%	1.1%
O=C(CN(c1ccc(F)cc1)S(=O)(=O)c1ccc2c(c1)OCCO2)NCc1ccncc1	-8.8%	-5.6%	-8.8%[46.1 µM]	?	-7.4%	5.5%	4.8%	-1.8%
CC(=O)Nc1ccc(S(=O)(=O)/N=C2/NC(=O)/C(=C\c3ccco3)S2)cc1	?	-10.1%	-6.0%	-9.4%	-19.1%	?	-7.3%	2.3%
O=C(CSc1cn(CC(=O)N2CCCCC2)c2ccccc12)NCC1CCCO1 (stereo unspecified)	?	-0.5%	-6.0%	-6.8%	-3.5%	.	2.9%	8.0%
CCN(CC)CCCNC(=O)CCc1ccccc1	4.4%	-5.5%	-4.3%[46.1 µM]	-3.8%	3.5%	-0.1%	?	-8.7%
Cc1cc(C)c(C#N)c(N2CCN(CCOc3ccc(Cl)cc3)CC2)n1	-13.1%	-16.3%	-0.1%[46.1 µM]	?	2.4%	-1.7%	-6.0%	4.2%
